AID inh: blocks human AID cytidine deaminase activity. AID deamination FRET fluorescence, UDG-coupled, 4 h. Q9GZX7. Potency, µM (titrated, usually from 115 µM), inactives show at the highest dose activity change, negative = inhibition, hits mostly inhibitors. AID 1347428. hit rate 0.32% among 91,000; note: nearly all actives have a fitted effect of over 25% in size
Target sequence (Q9GZX7 whole entry, looked up): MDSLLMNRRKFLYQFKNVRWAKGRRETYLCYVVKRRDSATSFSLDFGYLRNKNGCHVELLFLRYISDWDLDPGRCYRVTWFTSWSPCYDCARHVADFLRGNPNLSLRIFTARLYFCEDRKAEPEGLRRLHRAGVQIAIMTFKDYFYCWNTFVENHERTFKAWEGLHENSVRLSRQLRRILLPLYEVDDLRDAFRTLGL
UDG counterscr: UDG inhibition counter-screen; FRET deamination/UDG coupled assay, UDG read, 4 h; Potency, µM (titrated, usually from 115 µM), for inactives: at the top dose activity change, negative = inhibition, most hits filed as inhibitors; hit rate 0.14% among 91,000; note: nearly all actives have a fitted effect of over 65% in size
Numbers without * were called inactive; ? = inconclusive; [ ] = dose if it differs, or a comment. Calls come from the whole dose curve; as a rule, active = well fitted curve in the direction sought with a large enough effect; inconclusive = small, poorly fitted or top-dose-only effect, or another doubt; inactive = no such curve, though single readings can be large; an effect the other way counts as inactive or inconclusive. % is set by controls: 0 for no effect and ±100 for the full control effect; potency is the fitted concentration of half-maximal effect. Only part of the results is shown (hit frequency here may not be typical).

Every second line gives: UDG counterscr | AID inh
Cc1nc(-c2ccc(S(=O)(=O)Nc3ccc(C(C)C)cc3)cc2)co1
  -2% | -5%
O=C(CN1C(=O)CC(c2ccccc2)Sc2ccccc21)Nc1cccc(Cl)c1 (stereo not drawn)
  11% | 18%
O=C(O/N=C1\CCCc2oc3c(c21)CCCC3)c1ccc(Cl)cc1
  1% | 7%
CCc1ccc(NC(=O)c2cnn(-c3c(C)cccc3C)c2C2CCNCC2)cc1
  5% | 37%[activator]
O=S(=O)(c1ccc2oc(Nc3cccc(F)c3)nc2c1)N1CCCCC1
  -6% | -2%
O=C(N/N=C/c1cccc(F)c1)C1CC1
  3% | 2%
Nc1nccnc1C(=O)NCc1ccnc(OCc2ccccc2)c1
  -6% | -13%
CCC(=O)NC(C)c1ccc(OC)cc1 (stereo not drawn)
  -5% | 0%
Cc1ccc(-c2nnc(CN3CCC(c4ccn[nH]4)CC3)o2)cc1
  -1% | -10%
COC(=O)c1ccc(C2C(C#N)=C(N)OC3=C2C(=O)CC(C)(C)C3)cc1 (stereo not drawn)
  4% | 1%
CC(=O)c1ccc(OCc2ccccc2)cc1C
  -7% | -10%
Cc1cccc(-c2[nH]c(C(C)(C)C)nc2-c2ccc3nccnc3c2)n1
  5% | 10%
CC(=O)Nc1cc(-c2ccc(=O)n(C(C)C(=O)Nc3c(C)cc(C)cc3C)n2)ccc1C (stereo not drawn)
  5% | -8%
Cc1ccc(-n2nc(C(=O)N3CCCCC3)c(=O)n(C)c2=O)cc1
  1% | 1%
Cc1cc(C(=O)NCCCOC(C)C)c2ccccc2n1
  -7% | -12%
O=C(NC(O)C(=O)c1ccccc1)c1ccccc1 (stereo not drawn)
  -3% | 6%
Cc1c(C(=O)Nc2ccc(F)c(F)c2)oc2ccc(S(=O)(=O)N3CCC4(CC3)OCCO4)cc12
  4% | 1%
CCOc1ccc(CNC(=O)CCC(=O)N2CCSc3ccccc32)cc1
  5% | 2%
Cc1cccc(N2CCN(C(=O)C3CCCN(S(=O)(=O)c4ccc5c(c4)oc(=O)n5C)C3)CC2)c1C (stereo not drawn)
  -6% | -20%
CCOc1ccc(CCNC(=O)c2cc3c(=O)[nH]c4ccc(C)cc4c3s2)cc1OCC
  -3% | -17%
COc1cccc(N2CCN(C(=O)C3CCN(S(=O)(=O)c4cccc5nonc45)CC3)CC2)c1
  ? | -11%
CCOc1ccc(CN2CCC(N3CCOCC3)CC2)cc1
  -7% | 0%
Cc1cc(NC(=O)Nc2nnc(N3CCCCCC3)s2)ccc1Br
  1% | -5%
NC(=O)C(O)(c1ccccc1)c1ccccc1
  9% | 7%
CCN(CC(=O)NC(=O)Nc1ccccc1)C(C)c1ccc(C#N)cc1 (stereo not drawn)
  0% | -2%
Cc1ccc(CNC(=O)c2cnc(N3CCCC3)nc2C)cc1
  0% | -6%
N#Cc1c(C(F)(F)F)cc(-c2cccs2)nc1SCC(=O)Nc1cccc(C(F)(F)F)c1
  0% | 0%
Cc1ccc(-c2cc(-c3coc4ccccc4c3=O)c3c(n2)-c2ccccc2OC3)cc1
  -3% | 12%
Cc1cc(C(F)F)n2nc(C(=O)Nc3cc(Cl)ccc3C)nc2n1
  3% | 14%
COc1ccc(COCC(O)CN(C)Cc2ccc(OC)c(OC)c2)cc1OC (stereo not drawn)
  -6% | -7%
COc1ccc(C2CC(=O)c3cc(-c4nc(-c5cccc([N+](=O)[O-])c5)cs4)c(=O)n(-c4cccc(C)c4)c3C2)cc1 (stereo not drawn)
  7% | -18%
COC(=O)[C@@H](CCSC)NC(=O)Nc1ccc(OC)c(Cl)c1
  1% | -5%
CCCn1nc(C(=O)Nc2cccc(C(=O)OC)c2)c2ccccc2c1=O
  0% | -5%
CCOc1ccc(C(=O)Nc2nnc(SCc3cc(=O)n4ccccc4n3)s2)cc1
  0% | 5%
O=S(=O)(Nc1nc2ccccc2nc1Nc1ccc(F)cc1)c1cccs1
  3% | -19%
CCC(=O)N1CCc2cc(Br)cc(S(=O)(=O)N3CCCC(C(=O)NCc4ccccc4)C3)c21 (stereo not drawn)
  -9% | -9%
CCOC(=O)C1CCCN(S(=O)(=O)c2ccc3c(c2)CCCN3C(C)=O)C1 (stereo not drawn)
  -1% | -2%
CCCCN(Cc1ccccc1)c1ccc(NS(=O)(=O)c2cc(C)c(C)cc2C)cc1C(=O)O
  -13% | ?
CCC(C)C(NC(=O)OC(C)(C)C)C(=O)NC(Cc1ccccc1)C(N)=O (stereo not drawn)
  -9% | -13%
c1csc(-c2noc(CN3CCCC3c3ccsc3)n2)c1 (stereo not drawn)
  -2% | -4%
O=C(c1cc(-c2cccc(Cl)c2)on1)N1CCN(c2ccccc2)CC1
  22% | -2%
COc1ccccc1-c1cc(NC(=O)COCC2CC2)n[nH]1
  -2% | 0%
Cn1nc(C(=O)OCC(=O)N2c3ccccc3NC(=O)C2(C)C)c2ccccc2c1=O
  -2% | 6%
CCNC(=O)NC(=O)COC(=O)c1c[nH]c2ccccc12
  1% | 6%
COc1cc(CNC(=O)Cc2ccsc2)ccn1
  -1% | -4%
NCC(c1ccco1)N1CCCC1 (stereo not drawn)
  -4% | 9%
Cc1ccc(Nc2nc(-c3ccccc3)c(C(=O)Nc3cccnc3)s2)cc1C
  0% | -13%
Cc1ccc(S(=O)(=O)N2CCN(Cn3ncc4ccccc4c3=O)CC2)c(C)c1
  -6% | -1%
Cc1nn(-c2ccc(F)cc2)c(-n2cccc2)c1C(=O)NCCCN1CCN(c2cccc(Cl)c2)CC1
  -18% | ?
COc1ccc2cc(C(=O)c3cc4ccc(OC)cc4oc3=O)c(=O)oc2c1
  -3% | -5%
NC(=O)C1(c2ccccc2)CC1c1ccccc1 (stereo not drawn)
  7% | 3%
CCS(=O)(=O)N1CCc2cc(C(=O)Nc3cccc(Cl)c3C)ccc21
  -26% | -1%
Cc1cc(NS(=O)(=O)c2cn(C)c(C)n2)ccc1Br
  -1% | 12%
CC(C)OC(=O)COc1ccc2c(-c3cc4ccccc4oc3=O)cc(=O)oc2c1
  -6% | -9%
CCOC(=O)c1cc2c(=O)n3ccccc3nc2n(CCCOC)c1=NC(=O)c1c(-c2ccccc2Cl)noc1C
  4% | 5%
COC(=O)c1cc(NC(=O)CSc2nnc(Cc3ccc(OC)cc3)n2C)ccc1Cl
  1% | 0%
Cc1oc(-c2cccc(Cl)c2)nc1CN1CCCC(C(=O)NCc2ccc(F)cc2)C1 (stereo not drawn)
  ? | ?
CSc1ccccc1NC(=O)CCS(=O)(=O)c1nc(-c2cccs2)cc(C(F)(F)F)n1
  0% | 28%
Cc1cccc(NS(=O)(=O)c2ccc3c(c2)n(C)c(=O)n3C)c1C
  -3% | 65%[activator]
COc1ccc(CCCc2nnc(SCC(=O)Nc3cc(F)ccc3C)o2)cc1
  -7%[57.5 µM] | 7%[57.5 µM]

(more compounds)
Every second line gives: UDG counterscr | AID inh
CCOc1ccccc1NC(=O)CSc1nc(=O)[nH]c2c1CCCC2
  -2% | -11%
Cc1ccc(-n2ncc3c(N4CCC(C)CC4)ncnc32)cc1C
  ? | ?
Cc1ccc(NC(NC(=O)c2ccco2)C(=O)c2ccccc2)cc1 (stereo not drawn)
  -3% | -4%
CCOc1ccc(C(C)NC(=O)Cc2nc(-c3cccs3)oc2C)cc1OCC (stereo not drawn)
  -7% | 1%
CC(C)CNc1nc(C(=O)Nc2nnc(C(C)C)s2)cs1
  0% | -10%
CC(=O)c1cccc(N(C(=O)Cn2nnc3ccccc32)C(C(=O)NCc2ccccc2)c2ccc(F)cc2)c1 (stereo not drawn)
  9% | 11%
O=C(c1ccc2c(c1)N(Cc1ccc(F)cc1)C(=O)c1ccccc1S2(=O)=O)N1CCCC1
  -6% | -5%
Cc1ccc(-n2nnnc2SCc2ncc(-c3ccccc3)o2)cc1
  -10% | -23%
CC1(C)CC(=O)C2=C(C1)c1c(ccc3ccccc13)NC2c1ccco1 (stereo not drawn)
  0% | -9%
Nn1c(SCc2ncc(-c3ccc(Cl)cc3)o2)nnc1-c1ccc(F)cc1
  9% | 2%
CCOc1ccccc1C1C(C(=O)Nc2ccccc2)=C(C)Nc2nc(SCC(=O)c3ccc(C)cc3)nn21 (stereo not drawn)
  -8%[57.5 µM] | 11%
CN(C(=O)Cn1nc(-c2ccc(Cl)cc2)ccc1=O)C1CCS(=O)(=O)C1 (stereo not drawn)
  -1% | -2%
CNC(=O)COc1ccc(Nc2nnc(-c3ccc(C)c(S(=O)(=O)NC(C)(C)C)c3)c3ccccc23)cc1
  -1% | -7%
N#Cc1ccc(C(=O)N(CCc2ccccc2)Cc2cccs2)cc1
  -2% | -7%
O=C(CC12CC3CC(CC(Br)(C3)C1)C2)NCCc1ccccc1
  -6% | 0%
CCOc1ccc(-c2ccc(CO)o2)cc1N
  4% | 50%[activator]
CCOc1ccc(NC(=O)c2c(NCc3cc(OC)c(OC)cc3OC)sc3c2CCCC3)cc1
  -9% | 14%
Cc1cc(N(C)Cc2ccccc2)n2nc(-c3ccc(C(C)(C)C)cc3)nc2n1
  0% | 35µM*
Cc1ccc(-n2nnc(C(=O)OCc3ccccc3)c2C)cc1C
  -5% | -20%
COC(=O)C(C)NC(=O)N1CCC2(CC1)NC(=O)c1ccccc1O2 (stereo not drawn)
  8% | 3%
CC1CN(C(=O)N2CCC(C(=O)NCCC3=CCCCC3)CC2)c2ccccc2O1 (stereo not drawn)
  -12% | 17%
COC(=O)c1cccn(C)c1=S
  4% | -2%
CC(C)c1ccc(N2C(=O)N(Cc3ccccc3Cl)c3ccccc3S2(=O)=O)cc1
  -6% | -1%
CC(=O)NCCNc1nc2c(S(=O)(=O)c3ccc(C)c(C)c3)nnn2c2ccc(Cl)cc12
  -25% | ?
O=C(Cn1ncc2c3ccccc3n(Cc3ccc(Cl)cc3)c2c1=O)NC1CCCCCC1
  12% | 1%
Cc1cccc(-c2noc(-c3ccc(N4CCCC4)c([N+](=O)[O-])c3)n2)c1
  3% | 7%
CCN1CCN(CCNC(=O)C2CCN(c3nnc(-n4c(C)ccc4C)s3)CC2)CC1
  -6% | 28%
COc1cc(OC)c(NC(=O)C2CCN(C(=O)c3sc4nc[nH]c(=O)c4c3C)CC2)cc1Cl
  -8% | 15%
CCC(=O)C1=C(c2ccccc2)N(C(=O)CC)n2c(nnc2C2CCCCC2)S1
  -7% | 9%
Cc1ccc(-n2c(=O)c3c(n4cnnc24)-c2ccccc2CC32CCCCC2)cc1
  7% | -17%
Cc1ccc(CSCC(=O)O)cc1
  3% | 2%
Cc1cccn2c(=O)c(C(=O)N3CCN(c4ccc(Cl)cc4)CC3)cnc12
  -23%[57.5 µM] | -2%
O=c1cc(CCl)c2ccc3ccccc3c2o1
  6% | -12%
COc1ccc(-c2noc(CNC(=O)COc3cccc(C)c3C)n2)cc1
  -2% | -18%
COc1cc(Cl)c(C)cc1NC(=O)CNC(=O)Cn1ccc2ccccc2c1=O
  -12% | -5%
Cc1ccc(CNC(=O)CN2C(=O)CSc3ccc(S(=O)(=O)N4CCCC4)cc32)cc1
  4%[57.5 µM] | -2%
N#Cc1cccc(C(=O)N(Cc2cccs2)C2CC2)c1
  -9% | -4%
Cc1cc(C)c(NC(=O)Cn2nnc(-c3nc(-c4ccccc4)no3)c2N)c(C)c1
  -13% | 32%[activator]
COc1ccc2oc(=O)c(-c3cn4c(n3)sc3cc(F)ccc34)cc2c1
  2% | 28%
S=C(NC1CCCCC1)c1ccccc1
  3% | 19%
Cn1ccnc1SCC(=O)NC1(C#N)CCCCC1
  3% | 0%
O=C(CN1C(=O)COc2ccc(Cl)cc21)Nc1ccc(F)cc1
  -2% | 23%
c1cc(CNC2CCCC2)cs1
  5% | 8%
Clc1ccc(-c2nc(-c3ccncc3)no2)cc1
  -6% | -5%
O=C(OCc1nc(-c2cccc(Cl)c2)no1)c1ccccn1
  -2% | -3%
CN(C)c1ccc(C(=O)/C=C/c2cc3ccccc3nc2N2CCOCC2)cc1
  -10% | -7%
COc1ccc(-n2c(=O)c3c4c(sc3n(Cc3ccc(C)cc3C)c2=O)CCC4)c(OC)c1
  -9% | -7%
CCCn1c(=O)n(CC(=O)NCc2nnc3n2CCC3)c2ccccc21
  7% | -5%
CCc1cccc(NC(=O)CN(C)S(=O)(=O)c2ccc3c(c2)CCCN3C(C)=O)c1
  -7% | -19%
O=S(=O)(NC(c1ccccc1)c1cccs1)c1cccnc1 (stereo not drawn)
  2% | 1%
O=C(NCCCNC(=O)c1cccc2cccnc12)c1cccc2cccnc12
  12% | 9%

Source: PubChem
